From PubChem BioAssay
Mcl1 Bid PPI = Mcl-1/Bid binding inhibitors, primary screen, biochemical, TR-FRET, 1536-well. inhibition, % at 21.7 µM. hit rate 0.97% among 220,000. TR-FRET Mcl-1/Bid-Dy647 peptide binding. Induced myeloid leukemia cell differentiation protein Mcl-1 (Homo sapiens), Q07820. AID 1021, 2008;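 active means compounds that cut the binding signal by more than half at the single screening dose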;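 further: His-tagged Mcl-1 with europium anti-His antibody binding Bid BH3 peptide; 0% = Mcl-1 plus peptide wells and 100% = peptide-only wells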
RGS8-Gao reg = RGS8-Galphao binding modulators, primary screen, biochemical, multiplexed bead flow cytometry; hit rate 0.34% among 220,000; response (percent of control binding), % at 10 µM; actives lie on both sides; in the data active means response below about 60% or above about 140%; inactive means in between;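 further: Galphao activated as the GDP aluminium fluoride complex binding bead-coupled RGS8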
Target sequence (P09471 whole entry, looked up): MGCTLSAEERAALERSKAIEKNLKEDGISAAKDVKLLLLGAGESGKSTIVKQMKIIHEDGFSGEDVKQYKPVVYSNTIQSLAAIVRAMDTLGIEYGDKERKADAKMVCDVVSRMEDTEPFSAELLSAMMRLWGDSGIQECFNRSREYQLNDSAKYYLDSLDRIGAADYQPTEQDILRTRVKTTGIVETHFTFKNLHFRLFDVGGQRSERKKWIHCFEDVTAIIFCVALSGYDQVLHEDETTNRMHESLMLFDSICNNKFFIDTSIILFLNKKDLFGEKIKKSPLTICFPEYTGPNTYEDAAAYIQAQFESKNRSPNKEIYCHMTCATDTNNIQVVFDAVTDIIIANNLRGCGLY
Bcl-B Bim block = inhibitors of Bim-Bcl-B binding, primary screen, biochemical, multiplexed, human Bcl-2 family; hit rate 0.073% among 190,000; bead-based flow cytometry, Bim peptide-Bcl-B binding; Bcl-2-like protein 10 (Homo sapiens), Q9HD36; inhibition, % at 10 µM; AID 951, 2007;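 further: 0% = tracer peptide without compound and 100% = reference inhibitor peptide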
Target sequence (Q9HD36 whole entry, looked up): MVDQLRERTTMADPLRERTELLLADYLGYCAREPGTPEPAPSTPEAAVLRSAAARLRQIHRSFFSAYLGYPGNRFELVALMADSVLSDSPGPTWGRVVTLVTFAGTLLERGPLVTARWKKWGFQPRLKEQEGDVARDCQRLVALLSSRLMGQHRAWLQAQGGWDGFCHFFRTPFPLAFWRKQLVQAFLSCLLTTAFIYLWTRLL
GSH bead fluor = compound fluorescence on glutathione beads, profiling panel, artefact control, biophysical, 488/530 nm, flow cytometry | GSH beads flow cytometry, compound fluorescence 488/530 nm; stronger effect = higher value | AID 1776, 2009 | fluorescence (KMESF) at 10 µM | hit rate 0.25% among 190,000; in the data active means fluorescence above about 89;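 further: glutathione beads carrying GST-tagged Bcl family fusion proteins plus one bare bead set; values are compound well signal with DMSO vehicle wells as background; inactives centre near 16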
RGS7-Gao = RGS7-Galphao binding modulators, primary screen, biochemical, multiplexed bead flow cytometry | Guanine nucleotide-binding protein G(o) subunit alpha (Homo sapiens), P09471 | hit rate 0.35% among 220,000 | actives lie on both sides | binding response (% of control), % at 10 µM; in the data active means binding response below about 49% or above about 150%; inconclusive means no clear call, values can overlap the other calls; inactive means in between;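 further: fluorescent Galphao held in activated GDP-AlF4 state binding bead-coupled RGS7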
Bcl-W Bim block = inhibitors of Bim binding to Bcl-W, primary screen, biochemical, multiplexed, bead-based flow cytometry. Bcl-2-like protein 2 (Homo sapiens), Q92843. hit rate 0.02% among 190,000. inhibition, % at 10 µM. Bim peptide-Bcl-W binding;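 further: 0% = bound tracer without compound and 100% = peptide blocker; higher means less fluorescent Bim peptide bound to Bcl-W beads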
Target sequence (Q92843 whole entry, looked up): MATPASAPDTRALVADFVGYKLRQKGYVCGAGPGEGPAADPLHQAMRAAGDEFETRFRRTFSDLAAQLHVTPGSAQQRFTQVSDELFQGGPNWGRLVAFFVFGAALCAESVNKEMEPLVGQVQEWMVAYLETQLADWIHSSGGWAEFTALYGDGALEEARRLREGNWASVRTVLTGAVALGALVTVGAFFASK
Mcl-1 Bim block = inhibitors of Bim peptide binding to Mcl-1, primary screen, biochemical, bead-based flow cytometry, multiplex | inhibition, % at 10 µM | Bim peptide-Mcl-1 binding | Induced myeloid leukemia cell differentiation protein Mcl-1 (Homo sapiens), Q07820 | hit rate 0.1% among 190,000;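 further: 0% = no compound tracer wells and 100% = peptide blocker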
Bim-Bcl-2 = inhibitors of Bim-Bcl-2 binding, primary screen, biochemical, multiplexed, human Bcl-2 family | Apoptosis regulator Bcl-2 (Homo sapiens), P10415 | Bead-based flow cytometry, Bim peptide-Bcl-2 binding | inhibition, % at 10 µM | hit rate 0.06% among 190,000 | AID 950, 2007; in the data active means inhibition above about 40%; inconclusive means no clear call, values can overlap the other calls;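 further: 0% = no compound wells with probe peptide and 100% = reference peptide inhibitor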
RGS4-Gao reg = modulators of RGS4 binding to Galphao, primary screen, biochemical, multiplexed bead flow cytometry | actives lie on both sides | hit rate 0.33% among 220,000 | binding response (% of control), % at 10 µM; in the data active means binding response below about 49% or above about 150%; inactive means in between;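 further: fluorescent Galphao activated with aluminum fluoride binding bead-coupled RGS4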
Bfl-1 Bim block = inhibitors of Bim binding to Bfl-1, primary screen, biochemical, multiplexed, bead-based flow cytometry; Bcl-2-related protein A1 (Homo sapiens), Q16548; Bim-Bfl-1 binding inhibition; inhibition, % at 10 µM; hit rate 0.12% among 190,000;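 further: 0% = wells without compound plus tracer and 100% = blocker peptide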
Bcl-XL Bim block = inhibitors of Bim-Bcl-XL binding, primary screen, biochemical, multiplexed, bead flow cytometry, human Bcl-XL; Bim peptide-Bcl-XL binding, fluorescence; inhibition, % at 10 µM; hit rate 0.04% among 190,000
Target sequence (Q07817 whole entry, looked up): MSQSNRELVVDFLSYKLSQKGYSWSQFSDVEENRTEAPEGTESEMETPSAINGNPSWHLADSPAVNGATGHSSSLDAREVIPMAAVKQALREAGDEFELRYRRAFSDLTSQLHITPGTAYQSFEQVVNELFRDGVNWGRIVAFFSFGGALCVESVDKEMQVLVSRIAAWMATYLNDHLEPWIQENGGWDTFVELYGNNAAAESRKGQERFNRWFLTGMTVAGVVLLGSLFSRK
* marks the source's active call; other numbers are inactive results; ? = inconclusive. Unless noted, no stated cut-off is given here; in the data, active means inhibition above about 40%.

SMILES | Mcl1 Bid PPI | RGS8-Gao reg | Bcl-B Bim block | GSH bead fluor | RGS7-Gao | Bcl-W Bim block | Mcl-1 Bim block | Bim-Bcl-2 | RGS4-Gao reg | Bfl-1 Bim block | Bcl-XL Bim block
COCCn1c(-c2ccccc2Cl)nc2c(c(=O)c3ccccc3n2C)c1=O | 3 | 116 | -8 | 8 | 108 | -2 | -4 | -2 | 108 | -1 | -5
Cc1cccc(CC2CC(=O)N(c3ncccn3)C2=O)c1 (stereo not drawn) | -23 | 96 | -3 | 25 | 99 | -2 | -3 | -5 | 102 | -2 | -1
Cc1ccc(Cn2cccc2/C=N/NC(=S)Nc2ccc(C)cc2)cc1 | -13 | 99 | 2 | 14 | ? | -3 | -1 | 0 | 100 | 5 | -1
O=C(Nc1ccc(F)cc1)c1sccc1SCc1cccc(C(F)(F)F)c1 | -10 | 100 | 0 | 16 | 96 | 0 | 1 | -1 | 96 | 0 | 2
COC(=O)C1=C(C)NC(=O)NC1c1cc(Cl)ccc1OC (stereo not drawn) | -21 | 103 | -8 | 11 | 104 | -1 | -2 | -8 | 102 | -8 | -3
COc1ccc(NC(=O)CN2C(=O)C(C)SC(C)C2=O)cc1 (stereo not drawn) | -16 | 102 | -5 | 15 | 102 | -4 | -3 | -1 | 103 | -6 | -6
c1cnc2ccc(C(c3nnnn3C3CCCC3)N3CCN(c4nc5ccccc5s4)CC3)cc2c1 (stereo not drawn) | -1 | 90 | -2 | 12 | 97 | -3 | -3 | -3 | 97 | 0 | -2
Cc1cc(NS(=O)(=O)c2ccc(Nc3nc(-c4ccc(O)cc4)cs3)cc2)no1 | -39 | 97 | 1 | 7 | 93 | 0 | 0 | 6 | 96 | 0 | 0
CCOC(=O)C(C(=O)OCC)C(C)(C)/C(C)=N\Nc1ccc([N+](=O)[O-])cc1[N+](=O)[O-] | -13 | 103 | -4 | 6 | 100 | -3 | -4 | 0 | 100 | -1 | -6
Clc1ccc(N/N=C/c2cccnc2)cc1 | -19 | 102 | -11 | 9 | 100 | -7 | -5 | -9 | 101 | -6 | -9
CCOCC(=O)N1CCC(Cc2ccccc2)CC1 | -16 | 98 | 0 | 15 | 104 | 0 | -3 | 0 | 103 | 3 | -2
CCc1nnc(NC(=O)CSc2nnc(-c3cc4ccccc4cc3O)n2CC)s1 | -13 | 101 | -8 | 24 | 99 | -5 | -6 | -12 | 98 | -22 | -11
CCC(=O)Nc1ccc(Br)c(Cl)c1 | -4 | 100 | 2 | 49 | 91 | 0 | 0 | 0 | 90 | -4 | -2
Cc1ccccc1CSc1nnc(-c2cccs2)n1Cc1ccco1 | -3 | 102 | -4 | 13 | 101 | -2 | -6 | -4 | 99 | -1 | -4
CCn1c(C(=O)N2CCc3ccccc3C2)cc2sccc21 | -8 | 104 | -9 | 27 | 104 | -3 | -1 | -7 | 106 | -7 | -3
C=CCn1c(=O)/c(=C\c2ccccn2)s/c1=C(/C#N)C(=O)NCC1CCCO1 (stereo not drawn) | -51 | 99 | -2 | 28 | 98 | 0 | 1 | 4 | 100 | -2 | 0
CCCNC(=O)NC(=O)COC(=O)CC(NC(N)=O)c1ccc(Cl)cc1 (stereo not drawn) | -14 | 105 | -7 | 6 | 108 | -3 | -8 | -2 | 109 | 0 | -9
COc1cc(OC)cc(C(=O)NCc2ccc3[nH]c(C)cc3c2)c1 | -29 | 103 | 0 | 11 | 95 | 1 | 1 | -3 | 99 | -3 | 1
COc1ccc2cc(C#N)c(SCC(=O)NNC(=O)Cc3ccccc3)nc2c1 | -31 | 100 | -2 | 4 | 102 | -1 | 2 | -2 | 97 | -1 | -2
CC1(C)Nc2ccccc2C(=O)N1NS(=O)(=O)c1ccccc1 | -2 | 98 | -11 | 12 | 101 | -4 | -3 | -13 | 99 | -16 | -6
CCOc1ccccc1NC(=O)CCCN1C(=S)NC(C)(C)CC1C (stereo not drawn) | -79 | 104 | -5 | 9 | 99 | -4 | -8 | -3 | 105 | 1 | -4
O=C(Nc1cnn(Cc2ccccc2)c1)c1nc2ncccn2n1 | -2 | 103 | -5 | 14 | 97 | 3 | 0 | -11 | 97 | -9 | -3
COC(=O)C1=C(C)NC2=C(C(=O)CCC2)C1c1cccs1 (stereo not drawn) | -2 | 103 | -8 | 32 | 96 | 0 | 0 | -9 | 103 | -11 | 10
O=C(CSc1n[nH]c(-c2cccs2)n1)N1CCN(S(=O)(=O)c2ccccc2)CC1 | -13 | 108 | -13 | 31 | 112 | -5 | -7 | -13 | 111 | -19 | -10
COc1cccc(/C=C(/C(=O)OCC(=O)NC2CCCCCCC2)c2ccccc2)c1 | -13 | 85 | -2 | 11 | 96 | -1 | 2 | -1 | 96 | -2 | -2
CCOC(=O)c1sc(NC(=O)CSc2nnnn2-c2ccc(C)cc2C)nc1C | 27 | 93 | 0 | 30 | 102 | -2 | 4 | -5 | 98 | -2 | -2
O=C(/C=C/c1ccccc1Cl)NCc1cccs1 | -11 | 104 | -1 | 23 | 99 | -3 | -2 | -1 | 100 | -1 | -2
CCOC(=O)C1CN(S(C)(=O)=O)c2cc(CC(=O)OC)ccc2O1 (stereo not drawn) | -21 | 100 | -9 | 17 | ? | -6 | -2 | -7 | 100 | -9 | -7
COc1ccc(CC(=O)NNC(=S)Nc2ccc(Br)cc2)cc1 | -175 | 98 | -5 | 48 | 120 | -6 | -5 | -2 | 126 | -1 | -5
O=C(Nc1ccc(F)cc1)C1C(c2ccccc2)C1(Cl)Cl (stereo not drawn) | 9 | 104 | -3 | 6 | 98 | -2 | -2 | 0 | 100 | -1 | -5
CSc1n[nH]c2nc3c(c(=O)n12)C1(CCCC1)Cc1ccccc1-3 | -30 | 78 | 31 | 5 | 92 | 33 | 35 | 31 | 102 | 44* | 40*
COC(=O)CN1C(c2cccc(Cl)c2)=Nc2ccc(Cl)cc2C1c1ccccc1 (stereo not drawn) | -7 | 101 | -5 | 14 | 97 | -4 | -1 | -8 | 100 | -8 | -5
CCC(=O)N1N=C(c2ccc(C)o2)CC1c1ccc(OC)cc1 (stereo not drawn) | -12 | 98 | -4 | 9 | 97 | 0 | 0 | -6 | 98 | -7 | -3
O=C(CSc1nnc2ccc(-c3ccccc3)nn12)NCC1CCCO1 (stereo not drawn) | -24 | 101 | -3 | 17 | ? | -1 | 0 | -5 | 100 | -5 | -5
Cc1cc(C)nc(Sc2nc(Cl)nc(N(c3ccccc3)c3ccccc3)n2)n1 | -35 | 92 | 0 | 15 | 99 | 1 | -2 | 2 | 72 | 0 | 0
CCOC(=O)C1=C2SCCN2C(=O)C(C#N)C1(C)C (stereo not drawn) | -40 | 105 | 0 | 12 | 101 | -1 | 1 | -2 | 106 | -1 | 0
CNC(=S)N/N=C/c1cc(Br)cc(Br)c1O | -91 | 102 | -15 | 20 | 99 | -5 | -5 | -4 | 101 | -9 | -10
C=CCOn1c(=O)c(-c2ccccc2)[n+]([O-])c2ccccc21 | 4 | 99 | -4 | 13 | 101 | -5 | -4 | -3 | 100 | -5 | -4
CCc1nn(CC(=O)O)c(=O)c2ccccc12 | -7 | 103 | 0 | 31 | 100 | -3 | -4 | 0 | 103 | 5 | -2
COc1ccc(Cl)cc1NC(=O)CSc1nnc(-c2ccncc2)n1CC1CCCO1 (stereo not drawn) | -12 | 103 | -2 | 8 | 96 | 0 | 2 | 2 | 102 | 0 | 0

Structures listed so far marked active in Bcl-XL Bim block.
structure	Mcl1 Bid PPI	RGS8-Gao reg	Bcl-B Bim block	GSH bead fluor	RGS7-Gao	Bcl-W Bim block	Mcl-1 Bim block	RGS4-Gao reg	Bfl-1 Bim block	Bcl-XL Bim block
CSc1n[nH]c2nc3c(c(=O)n12)C1(CCCC1)Cc1ccccc1-3	-30	78	31	5	92	33	35	102	44*	40*

Two entries drawn at random from those above, as already listed:
SMILES | Mcl1 Bid PPI | RGS8-Gao reg | Bcl-B Bim block | GSH bead fluor | RGS7-Gao | Bcl-W Bim block | Mcl-1 Bim block | Bim-Bcl-2 | RGS4-Gao reg | Bfl-1 Bim block | Bcl-XL Bim block
COc1cccc(/C=C(/C(=O)OCC(=O)NC2CCCCCCC2)c2ccccc2)c1 | -13 | 85 | -2 | 11 | 96 | -1 | 2 | -1 | 96 | -2 | -2
CCC(=O)N1N=C(c2ccc(C)o2)CC1c1ccc(OC)cc1 (stereo not drawn) | -12 | 98 | -4 | 9 | 97 | 0 | 0 | -6 | 98 | -7 | -3

Other results.
SMILES | Mcl1 Bid PPI | RGS8-Gao reg | Bcl-B Bim block | GSH bead fluor | RGS7-Gao | Bcl-W Bim block | Mcl-1 Bim block | Bim-Bcl-2 | RGS4-Gao reg | Bfl-1 Bim block | Bcl-XL Bim block
CNC(=O)c1[nH]cnc1C(=O)N[C@@H](C)C(=O)OC(C)(C)C | 2 | 103 | 0 | 17 | 105 | 0 | 0 | -2 | 105 | -3 | 0
O=C(CSc1ccccc1)NCCCc1ccccc1 | -4 | 100 | -5 | 17 | 94 | 0 | -3 | -1 | 96 | -4 | 0
CCn1c(=O)cc(SCC(=O)NCCN2CCN(Cc3ccccc3)CC2)c2ccccc21 | -16 | 101 | -6 | 20 | 97 | 0 | -2 | -2 | 97 | 0 | -2
Cc1ccc(OCC(=O)N/N=C/c2ccc3c(c2)OCO3)cc1C | 4 | 101 | -1 | 65 | 100 | -3 | 0 | -4 | 98 | 0 | -3
CC(=O)Nc1ccc(S(=O)(=O)N2CC3(C)CC2CC(C)(C)C3)cc1 (stereo not drawn) | -7 | 98 | 0 | 13 | 95 | 2 | 1 | -2 | 100 | -2 | 0
CCC(c1nnnn1C1CCCC1)N1CCN(Cc2ccccc2)CC1 (stereo not drawn) | 43 | 101 | -4 | 22 | 96 | -1 | -1 | 0 | 103 | 0 | -3
COC(=O)C1=C(C)NC(=O)CC1c1ccc(C(=O)OC)cc1 (stereo not drawn) | -4 | 101 | -2 | 22 | 105 | -3 | -3 | -3 | 103 | -2 | -2
COc1ccc(-n2c(-c3cccc(OC)c3)nc(=S)c3c2CCCC3)cc1 | -55 | 104 | -6 | 4 | 103 | 2 | 3 | -2 | 104 | -8 | -1
Cn1c(NCC(O)c2ccccc2)nc2c1c(=O)n(Cc1ccc(Cl)cc1)c(=O)n2C (stereo not drawn) | -24 | 109 | -1 | 44 | 106 | 5 | 4 | -8 | 107 | -7 | 2
COc1ccccc1NS(=O)(=O)c1cccc(C(=O)NCc2ccco2)c1 | -30 | 102 | -3 | 19 | 97 | -1 | -2 | 1 | 101 | -3 | -2
CCC(NS(=O)(=O)c1cn(C)nc1C)c1ccccc1 (stereo not drawn) | -42 | 100 | -2 | 14 | 101 | 0 | 0 | 0 | 100 | -4 | -1
CCCCCCCC(=O)NNC(=O)CCC(=O)O | -1 | 97 | -5 | 12 | 99 | 0 | 0 | -2 | 102 | -2 | -1
